# TNAP inh noacc: inhibitors of human TNAP without phosphate acceptor. P05186. purified TNAP, CDP-star luminescence, 30 min. inhibition, % at 20 µM. hit rate 0.26% among 200,000;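 active = tissue-nonspecific alkaline phosphatase inhibition above about 50% at 20 µM in the single-dose screen, limit read from the data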;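 note: 0% = DMSO negative control and 100% = EDTA positive control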
# Target sequence (P05186 whole entry, looked up): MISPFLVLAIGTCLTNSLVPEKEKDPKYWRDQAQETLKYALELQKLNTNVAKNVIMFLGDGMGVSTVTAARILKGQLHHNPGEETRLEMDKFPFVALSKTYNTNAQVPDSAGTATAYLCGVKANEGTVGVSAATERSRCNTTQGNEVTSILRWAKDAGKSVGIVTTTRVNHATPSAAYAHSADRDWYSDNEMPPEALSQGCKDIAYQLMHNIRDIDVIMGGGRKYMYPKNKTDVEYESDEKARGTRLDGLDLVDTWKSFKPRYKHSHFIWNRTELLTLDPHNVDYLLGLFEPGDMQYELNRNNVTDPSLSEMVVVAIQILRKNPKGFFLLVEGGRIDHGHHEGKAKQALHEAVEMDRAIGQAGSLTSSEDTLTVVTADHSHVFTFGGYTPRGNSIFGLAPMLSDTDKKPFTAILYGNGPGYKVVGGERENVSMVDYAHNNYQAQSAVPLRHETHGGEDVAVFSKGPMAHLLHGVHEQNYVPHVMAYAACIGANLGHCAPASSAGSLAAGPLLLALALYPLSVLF
# TNAP inh hiacc: inhibitors of human TNAP at high phosphate acceptor concentration | hit rate 0.03% among 200,000 | P05186 | inhibition, % at 20 µM | AID 1135 | purified TNAP, CDP-star luminescence, 1 M DEA;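 active = over 50% inhibition of tissue-nonspecific alkaline phosphatase at 20 µM in the single-dose screen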;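 note: plate controls were DMSO wells for no effect and EDTA-quenched wells as full inhibition for full effect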
# Efa HMGR inh: E. faecalis class II HMG-CoA reductase inhibition. inhibition, % at 10 µM. hit rate 0.41% among 190,000. purified E. faecalis HMGR, NADPH absorbance 340 nm kinetic;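 active = inhibition above a set limit, the median over all tested compounds plus 3 SD, cut at about 9.5% in these data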;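 note: enzyme runs in reverse so mevalonate oxidation gives rising NADPH absorbance; 0% = complete reaction with DMSO and 100% = background rate lacking mevalonate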
# Diaph inh CS: diaphorase inhibition or chemical oxidation counter-screen; inhibition, % at 20 µM; AID 1217; diaphorase resazurin-to-resorufin fluorescence, NADH, 16 min; bacterial (C. kluyveri) enzyme, not human; hit rate 0.69% among 190,000;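 active = primary screen inhibition at 20 µM above a set limit, cut at about 50% in these data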;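 note: plate controls were DMSO with full reaction for no effect and wells lacking NADH for full effect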
#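 controls = No-NADH positive control and DMSO neutral control | system = Clostridium kluyveri diaphorase enzyme | timing = reaction incubation of 16 min at room temperature | signal = resorufin fluorescence 544/590 nm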
# FLuc stim CS: firefly luciferase counter-screen for stimulation assays | ATPlite luciferase biochemical, luminescence, 10 min; 0 = ATP-free wells, 1 = DMSO control | AID 1027 | 200,000 tested, under 10 active | activation factor at 10 µM | P08659;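 active = luciferase activation factor, scaled between plate controls, of at least 2 with compound at 10 µM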
# Target sequence (P08659 whole entry, looked up): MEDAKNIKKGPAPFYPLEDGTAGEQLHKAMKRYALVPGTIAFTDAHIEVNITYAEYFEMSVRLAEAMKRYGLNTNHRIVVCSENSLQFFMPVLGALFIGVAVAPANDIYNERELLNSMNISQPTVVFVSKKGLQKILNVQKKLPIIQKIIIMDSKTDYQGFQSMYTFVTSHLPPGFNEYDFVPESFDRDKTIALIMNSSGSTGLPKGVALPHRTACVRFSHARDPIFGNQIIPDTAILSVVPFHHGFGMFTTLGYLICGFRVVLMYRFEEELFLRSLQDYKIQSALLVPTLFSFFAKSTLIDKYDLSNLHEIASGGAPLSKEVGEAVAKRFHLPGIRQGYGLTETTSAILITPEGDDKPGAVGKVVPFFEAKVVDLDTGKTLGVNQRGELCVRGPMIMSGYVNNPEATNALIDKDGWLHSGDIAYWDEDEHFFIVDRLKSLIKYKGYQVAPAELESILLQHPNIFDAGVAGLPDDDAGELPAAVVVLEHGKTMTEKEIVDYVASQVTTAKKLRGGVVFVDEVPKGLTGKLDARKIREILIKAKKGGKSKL
#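 test system = cell-free luciferase reagent | medium = PBS as buffer for the ATP substrate | dosing = test compounds dosed from 2 mM stocks in 100% DMSO | incubation = 10 min at ambient temperature | detection = luminescence measurement of luciferase light output | benchmarks = low control with PBS replacing ATP, high control enzyme plus ATP without compound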
# G6PDH CS: L. mesenteroides G6PDH inhibition counter-screen | Purified L. mesenteroides G6PDH, diaphorase/resazurin coupled fluorescence, 45 min | inhibition, % at 5 µM | hit rate 0.12% among 200,000; in the data active = inhibition above about 50%
# TNAP act hiacc: increases human TNAP activity under high phosphate acceptor concentration; P05186; purified TNAP, CDP-star luminescence, 1 M DEA, 30 min; active compounds read high; 0 = EDTA background, 1 = DMSO-only activity; activation factor at 20 µM; 200,000 tested, under 10 active;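 active = activation factor at least 2 at 20 µM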
#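 Dosing: 20 µM single point. System: human TNAP. Amount: TNAP 1/800 final. Incubation: 30 min, room temperature. Read-out: TNAP activation factor scaled between EDTA and DMSO control wells. Signal: luminescence from CDP-star hydrolysis. Medium: 1 M DEA, pH 9.8, Mg2+, Zn2+. Control set: EDTA negative control, DMSO positive control.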
# Diaph act CS: counter-screen for diaphorase-based assays: diaphorase activators and chemical reducers | hit rate 0.005% among 190,000 | AID 1229 | Diaphorase/resazurin coupled assay, resorufin fluorescence, 16 min; active compounds read high; 1 = vehicle wells, 0 = NADH-free wells | activation factor at 20 µM;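 active = diaphorase activity raised at least twofold by the compound at 20 µM; inactive = activation factor below 2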
#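 Material: purified diaphorase enzyme from Clostridium kluyveri; Also added: 0.114 mM NADH and 0.1 mM resazurin, final amounts; Doses: single compound dose of 20 µM, 1% DMSO final; Times: 16 min enzyme reaction, ambient temperature; Detection: resorufin fluorescence, excitation 544 nm, emission 590 nm; Measure: increased resorufin signal from activators or reducing compounds.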
# PMI activator: increases human mannose-6-phosphate isomerase activity. P34949. purified human PMI, coupled resazurin fluorescence, 20 min; active compounds read high; 1 = vehicle control, 0 substrate-free wells. activation factor at 20 µM. hit rate 0.005% among 190,000;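 active = activation factor of 2 or more at 20 µM, relative to plate controls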
# PMI act hi M6P: increases human PMI activity with near-saturating mannose 6-phosphate. P34949. activation factor at 20 µM. coupled PMI enzyme assay, resazurin fluorescence, 20 min; active compounds read high; 1 = untreated enzyme, 0 = substrate-free blank. hit rate 0.34% among 190,000;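 active = activation factor of 2 or more at 20 µM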
#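 Material: human phosphomannose isomerase with PGI, G6PDH, diaphorase coupling enzymes; amount: PMI at 15 ng/mL final; also added: Mannose-6-phosphate 1.0 mM (near-saturating) plus 0.22 mM NADP+; incubation: enzyme reaction with compound 20 min at room temperature; signal: resorufin fluorescence (Ex 544/Em 590 nm) from resazurin via diaphorase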
# * = called active by the depositor. This is a random part of the collection. About 1.7% of those tested had a hit in this group.
# The opening 12 compounds, ahead of the listing:
SMILES,TNAP inh noacc,TNAP inh hiacc,Efa HMGR inh,Diaph inh CS,FLuc stim CS,G6PDH CS,TNAP act hiacc,Diaph act CS,PMI activator,PMI act hi M6P
Cc1cc(-c2ccccc2N)n[nH]1,28,-5,1,7,1,-5,1.1,0.9,1,1
Cc1c(NC2(C#N)CCCC2)c(=O)n(-c2ccccc2)n1C,0,0,2,20,1,8,1,0.8,1,0.8
COC(=O)c1cnc(SCc2ccc(Cl)cc2)n1C,-5,-2,-14,-5,1,5,1,1,1.1,1
COc1ccc(C(C(=O)Nc2ccc(C(C)C)cc2)N(C)C(=O)CNC(C)=O)cc1 (stereo unspecified),-23,0,-8,9,1,8,1,0.9,0.9,1
O=C(CCN1C(=O)c2ccccc2C1=O)Nc1cccnc1,-6,2,5,5,1,-2,1,1,1,1
O=C(O)C(Cc1c[nH]c2ccccc12)NS(=O)(=O)c1ccccc1 (stereo unspecified),-12,-4,-4,18,1.1,-2,1,0.8,1,1
O=C(/C=C/c1ccc(-c2ccccc2[N+](=O)[O-])o1)c1ccc(Br)cc1,-10,6,-4,45,1,-33,0.9,0.5,1,1.3
COc1cccc(-n2c(=O)[nH]cc(C(=O)Nc3ccc(NC(C)=O)cc3)c2=O)c1,0,0,1,7,1,-16,1,0.9,0.9,0.9
O=C(OCC#CCSc1nc2ccccc2s1)c1ccco1,-4,6,0,14,1,-10,0.9,0.9,1.1,1.2
O=C(Nc1nc2c(s1)COc1ccccc1-2)c1cccs1,-15,-2,2,13,0.9,-2,1,0.9,1.1,1
CC(NC(=O)c1ccc(CS(=O)(=O)c2ccc(Cl)cc2)o1)c1ccc2c(c1)OCCO2 (stereo unspecified),-22,1,0,10,1.1,17,1,0.9,0.9,0.9
Cc1cc2c3c(c1C)C1(C(=O)N3C(C)(C)CC2C)C(C#N)=C(N)OC2=C1C(=O)CC(C)(C)C2 (stereo unspecified),-6,-3,0,0,1,14,1,1,1,1.1

# The listing (from the top)
SMILES,TNAP inh noacc,TNAP inh hiacc,Efa HMGR inh,Diaph inh CS,FLuc stim CS,G6PDH CS,TNAP act hiacc,Diaph act CS,PMI activator,PMI act hi M6P
Cc1cc(-c2ccccc2N)n[nH]1,28,-5,1,7,1,-5,1.1,0.9,1,1
Cc1c(NC2(C#N)CCCC2)c(=O)n(-c2ccccc2)n1C,0,0,2,20,1,8,1,0.8,1,0.8
COC(=O)c1cnc(SCc2ccc(Cl)cc2)n1C,-5,-2,-14,-5,1,5,1,1,1.1,1
COc1ccc(C(C(=O)Nc2ccc(C(C)C)cc2)N(C)C(=O)CNC(C)=O)cc1 (stereo unspecified),-23,0,-8,9,1,8,1,0.9,0.9,1
O=C(CCN1C(=O)c2ccccc2C1=O)Nc1cccnc1,-6,2,5,5,1,-2,1,1,1,1
O=C(O)C(Cc1c[nH]c2ccccc12)NS(=O)(=O)c1ccccc1 (stereo unspecified),-12,-4,-4,18,1.1,-2,1,0.8,1,1
O=C(/C=C/c1ccc(-c2ccccc2[N+](=O)[O-])o1)c1ccc(Br)cc1,-10,6,-4,45,1,-33,0.9,0.5,1,1.3
COc1cccc(-n2c(=O)[nH]cc(C(=O)Nc3ccc(NC(C)=O)cc3)c2=O)c1,0,0,1,7,1,-16,1,0.9,0.9,0.9
O=C(OCC#CCSc1nc2ccccc2s1)c1ccco1,-4,6,0,14,1,-10,0.9,0.9,1.1,1.2
O=C(Nc1nc2c(s1)COc1ccccc1-2)c1cccs1,-15,-2,2,13,0.9,-2,1,0.9,1.1,1
CC(NC(=O)c1ccc(CS(=O)(=O)c2ccc(Cl)cc2)o1)c1ccc2c(c1)OCCO2 (stereo unspecified),-22,1,0,10,1.1,17,1,0.9,0.9,0.9
Cc1cc2c3c(c1C)C1(C(=O)N3C(C)(C)CC2C)C(C#N)=C(N)OC2=C1C(=O)CC(C)(C)C2 (stereo unspecified),-6,-3,0,0,1,14,1,1,1,1.1
Cc1ccccc1NC(=O)c1cn(-c2ccccc2)nc1-c1ccccc1,-18,-2,0,6,1,-19,1,0.9,1,1.2
Cc1cccc(N(C(=O)C(F)(F)F)C(C(=O)NC2CCCCC2)c2cccs2)c1 (stereo unspecified),-8,-2,-2,3,1,12,1,1,0.9,0.9
O=C(O)c1c(C(=O)N2N=C3/C(=C/c4ccccc4)CCCC3C2c2ccccc2)cccc1[N+](=O)[O-] (stereo unspecified),28,-5,2,8,1,-3,1.1,0.9,1,0.9
Cc1nn(-c2ccccc2)c2[nH]c(=O)c(CNCCN3CCOCC3)cc12,-9,-3,0,4,1.1,-2,1,1,0.9,1
Cc1ccc(SCc2cc(=O)[nH]c(N3CCOCC3)n2)cc1,-12,-5,-6,14,1.1,-8,1,0.9,0.9,1
CCCNS(=O)(=O)c1ccc(OCC(=O)N2CCC(C(=O)OCC)CC2)cc1,-15,-6,-4,12,1.1,-1,1.1,0.9,1,0.9
CCN(CC)Cc1cc(NC2=NS(=O)(=O)c3ccccc32)ccc1OC(=O)C(C)C,-11,0,0,7,1,14,1,0.9,1,1.1
O=C(NC(=S)Nc1ccccc1N1CCCCC1)c1ccc(-c2cccc([N+](=O)[O-])c2)o1,-2,-3,2,3,1,9,1,1,1,1.1
O=C(COC(=O)c1cccnc1Cl)Nc1ncc(Cl)cc1Cl,-6,1,2,11,1,-5,1,0.9,1.1,1
C=CCN1C(=O)C(Cc2ccc(OC)cc2)S/C1=N/N=C/c1ccco1 (stereo unspecified),-7,3,-6,28,1,-17,1,0.7,0.8,0.8
CCOC(=O)c1cnn2c(C)cc(-c3ccc(F)cc3)nc12,-15,-7,-1,13,0.8,6,1.1,0.9,1.1,1
COc1ccc(C(C#N)Nc2ccccc2)cc1 (stereo unspecified),-5,1,0,11,1,8,1,0.9,0.9,0.9
CN(CC(=O)NC1CC1)S(=O)(=O)c1ccc(F)cc1,-7,-2,-8,8,1,6,1,0.9,0.9,1
O=C(CCC(=O)c1cccs1)NCc1ccccc1,-3,-5,-5,-22,1,14,1,1.2,1.2,1.2
CC(C)C(=O)Nc1ccccc1Cc1ccccc1,-6,-1,-1,6,1.1,5,1,0.9,1,1.1
Cc1cccc(-c2ccc(C=Nc3c(C)n(C)n(-c4ccccc4)c3=O)o2)c1,-6,-2,2,6,0.9,6,1,0.9,1,1
CCN(CC)C(=O)c1c(C)[nH]c(=S)c(C#N)c1-c1ccco1,-11,-2,-7,14,0.9,8,1,0.9,1,0.8
O=C(NNC(=S)NC(=O)c1sc2ccccc2c1Cl)c1ccc(Cl)cc1,-68,2,1,25,1,-13,1,0.7,1,1.1
CCN(Cc1cc2ccccc2[nH]c1=O)C(=O)c1cccnc1,-11,-3,-2,12,1,4,1,0.9,1,1
COC(=O)c1ccc(-c2noc(CN(Cc3ccccn3)CC3CCCO3)n2)cc1 (stereo unspecified),-3,1,-4,-6,1,6,1,1.1,1,1
COCCn1c(SCC(=O)N2CCCC2)nnc1-c1ccoc1C,2,-7,-3,11,1.1,0,1.1,0.9,1,1
CCCNCCC(c1ccco1)c1ccccc1OC (stereo unspecified),-2,1,-3,-1,1,6,1,1,0.9,1
COc1ccc(CNC(=O)C2CCN(S(=O)(=O)c3ccc(-c4nn[nH]n4)cc3)CC2)cc1,-10,-1,-3,4,1,0,1,1,1,1.1
Cc1ccc(NC(=O)c2cc(S(=O)(=O)N3CCC4(CC3)OCCO4)ccc2F)cc1,-11,-2,2,15,1.1,13,1,0.8,0.9,0.9
N#Cc1nc(Cc2cccc3ccccc23)oc1N1CCC(C(N)=O)CC1,-14,-5,-3,11,1.1,1,1,0.9,1,1
O=C(Oc1cccc(NC(=O)c2ccco2)c1)c1ccc(Br)c(S(=O)(=O)N2CCCCC2)c1,-3,2,-4,12,1,1,1,0.9,1,1
Cc1ccc(NC(=O)CN(C)CC(=O)Nc2ccc(N3CCOCC3)cc2)c([N+](=O)[O-])c1,-15,-2,-4,-4,1,14,1,1,1,1
CCCc1c(O)nc(SCC(=O)O)[nH]c1=O,-5,-2,-6,-5,1,10,1,1.1,1,1
COC(=O)c1c(C(=O)OC)c(-c2ccc(C)cc2)n2c1CS(=O)C2 (stereo unspecified),-9,-3,5,6,1,0,1,0.9,1,1
Cc1ccccc1N(CC(=O)NC1CCCC1)C(=O)c1csnn1,-6,-2,-3,1,1.1,20,1,1,1,1.1
Cc1ccc(C(=O)Nc2ccc3c(c2)OCCO3)o1,-10,-9,-1,11,0.2,4,1.1,0.9,1,1
CC(C)=C1SC(N2CCN(c3ccc(Cl)cc3)CC2)=NC1=O,-3,-1,-4,7,1.1,9,1,0.9,1,0.9
CC(=O)Nc1ccc(NC(=S)NC(=O)c2ccc([N+](=O)[O-])c(C)c2)cc1,14,6,-6,-5,0.9,-26,0.9,1,1,1.1
COc1ccc(CC(NC(C)=O)C(=O)NC2CCN(c3c(Cc4ccccc4)c(C)nc4ncnn34)CC2)cc1OC (stereo unspecified),-4,-1,-2,16,1,17,1,0.8,0.9,0.8
COc1ccc(S(=O)(=O)Cc2ccc(C(=O)NC3CC3)o2)cc1,-12,-5,3,8,1,4,1.1,0.9,1,1
CCN1CCN(c2ccc(NC(=O)c3cccnc3)cc2Cl)CC1,-7,-8,-7,-3,1,7,1.1,1,1,1
Cc1cc(/C=C2\SC(N)=NC2=O)c(C)n1-c1ccccc1,-10,-3,-7,17,0.2,2,1,0.8,1.4,1.9
NS(=O)(=O)c1ccc(NC(=O)c2ccc(COc3ccccc3)o2)cc1,-9,0,-4,-8,1,9,1,1.1,1,1
Cc1cccc(OCC(=O)Nc2cc(S(=O)(=O)N3CCCCC3)ccc2N2CCN(C)CC2)c1,-8,0,-6,7,1,5,1,0.9,0.9,0.9
